human PMI inhibition: inhibitors of human PMI, primary screen, biochemical, fluorescence intensity, coupled assay (AID 1209); purified PMI enzyme, coupled fluorescence intensity; higher % means a stronger effect; hit rate 0.42% among 190,000; inhibition, % at 20 µM; hits with a dose series show IC50 in µM;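 also: plate controls were DMSO vehicle for no effect and wells lacking substrate for full effect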
PMI inhibition: MPI inhibition at elevated mannose 6-phosphate – biochemical, fluorescence intensity, high mannose 6-phosphate, primary screen (AID 1220). recombinant PMI enzyme, coupled fluorescence intensity; higher % means a stronger effect. one-dose inhibition, % at 20 µM; IC50 in µM for titrated hits. hit rate 0.66% among 190,000
TNAP activators: stimulation of alkaline phosphatase TNAP activity – biochemical, luminescent, no phosphate acceptor, uHTS, primary screen (AID 1001); purified TNAP, luminescent activation assay, no phosphate acceptor; higher activation fold means a stronger effect; one-dose activation fold at 20 µM; EC50 in µM for titrated hits; hit rate 0.03% among 200,000; in the data active = activation fold from about 3, or a potency from the dose series; inactive = the rest, 99 in 100 with activation fold below about 1.6; also: many of its hits are not listed in these tables
Myeloid diff MLP: promotes myeloid progenitor differentiation; ER-HoxA9 myeloid progenitors, lysozyme-GFP differentiation, flow cytometry; calls only at 10 µM; AID 624256; hit rate 1% among 360,000;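 active = normalized GFP-positive differentiation at or above the plate's own cutoff, the solvent-only control mean plus 3 SD; inconclusive = no clear call, values can overlap the other calls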;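 also: cells exposed to compound for four days before flow analysis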
PhoP inhibition: PhoP-dependent GFP reporter repression – Salmonella Typhimurium, primary screen (AID 1863); S. Typhimurium PhoP-regulated promoter GFP reporter, 4 h; higher % means a stronger effect; inhibition, % at 50 µM, or IC50 in µM where a hit was titrated; hit rate 0.16% among 300,000;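 active = inhibition over 29.93%, a cutoff 3 SD above the screen mean, later confirmed by dose response; inconclusive = inhibition over 29.93% but no dose response follow-up; inactive = inhibition at most 29.93% or unconfirmed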;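 also: 0% = low Mg2+ inducing control and 100% = high Mg2+ repressing control; strong numbers were not always called active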
SIAH1 antagonists: Siah-1 peptide-binding antagonists, primary screen, biochemical, fluorescence polarization, rhodamine-plectin, uHTS (AID 1817). displacement, % at 20 µM; hits with a dose series show IC50 in µM. Siah-1 / rhodamine-plectin peptide fluorescence polarization; higher % means a stronger effect. hit rate 0.02% among 290,000;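 active = displacement of at least 50% at 20 µM, with a fluorescence ratio check between 0.3 and a set limit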;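 also: plate controls were Siah plus tracer with DMSO for no effect and tracer alone without Siah for full effect; strong numbers were not always called active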
RSV CPE inhibition: inhibition of RSV-induced cytopathic effect – HEp-2 cells, primary 10 µM value included (AID 2391); CPE inhibition, % at 10 µM; hits with a dose series show IC50 in µM; HEp-2 cells, RSV-induced CPE inhibition; higher % means a stronger effect; hit rate 0.13% among 310,000; in the data active = a potency from the dose series; inconclusive = CPE inhibition mostly from about 23% at the one dose, without a potency; inactive = the rest, 99 in 100 with CPE inhibition below about 21%; also: strong numbers were not always called active
WT yeast gro inh: growth inhibition of WT yeast, mitochondrial fusion screen. mitochondrial fusion phenotypic screen, WT strain. inhibition, % at 10 µM. hit rate 2.1% among 190,000; in the data active = inhibition above about 58%; tested in S. cerevisiae
XIAP displacement: small molecules displacing peptide from XIAP – biochemical, IAP family, fluorescence polarization (AID 1018) | hit rate 0.007% among 200,000 | XIAP BIR domain, fluorescence polarization peptide displacement; higher % means a stronger effect | displacement, % at 20 µM; hits with a dose series show IC50 in µM; in the data active = displacement above about 50%; also: a part of the inactive calls stands beside numbers as strong as those of hits
WT yeast gro inh mutant strain: second read-out of WT yeast gro inh, no call of its own (marks repeat the call); inhibition, %; mitochondrial fusion phenotypic screen, mutant strain inhibition
Myeloid diff MLP GFP+ MAC1+ %: recorded beside Myeloid diff MLP, whose call it bears; GFP+ MAC1+ double positive, %; measured here: differentiation confirmed by MAC1 staining
Active calls of the source: *; i = inactive; ? = inconclusive; · = not tested or not shown; + = active, no number. Rule as the data show it, unless noted: active = inhibition above about 50%; inactive = the rest.

SMILES,human PMI inhibition,PMI inhibition,TNAP activators,Myeloid diff MLP,Myeloid diff MLP GFP+ MAC1+ %,PhoP inhibition,SIAH1 antagonists,RSV CPE inhibition,WT yeast gro inh,WT yeast gro inh mutant strain,XIAP displacement
COc1ccc(NC(=O)CSc2nncn2C)c([N+](=O)[O-])c1,0%,1%,1.2,i,5.7,6%,3%,0.5%,-9,-7,-4.1%
Cc1ccc(S(=O)(=O)N2CCC(NC(=O)OC(C)C)CC2)cc1,4%,3%,1,i,0.2,-5%,3%,2.2%,-12,-2,-22%
O=C(Nc1cccc(NC(=O)c2ccccc2[N+](=O)[O-])c1)c1ccccc1Cl,·,·,·,i,0.4,9%,-4%,4.2%,·,·,·
Cc1cc(C)cc(-n2c(=O)c3ccccc3n(CC(=O)NCC3CCCO3)c2=O)c1 (stereo not given),·,·,·,i,0.1,3%,1%,0.4%,·,·,·
CCc1c(C(C)O)oc2ccc3c(C)cc(=O)oc3c12 (stereo not given),8%,9%,1.1,·,·,1%,1%,·,5,1,-0.3%
Cc1ccc2c(c1)nnn2C1CCN(C(=O)NCc2ccccc2)CC1,-12%,-6%,1,i,0.5,-7%,-3%,1.1%,-2,3,-10%
Cc1cccc(S(=O)(=O)N2CCCc3ccccc32)c1,·,·,·,i,0.7,8%,-1%,7.8%,·,·,·
O=C(CSc1nnc(-c2ccco2)n1Cc1ccco1)NCc1cccs1,-13%,-4%,1,i,0.6,-6%,3%,3.9%,7,-9,-2.5%
CC(=O)NC1C(=O)N(C)c2ccc(Br)cc21 (stereo not given),-15%,-16%,1.1,i,5.1,-2%,0%,0.1%,0,-2,-0.3%
Cc1ccc(NC(=O)CSc2nnc(C)n2CC2CCCO2)cc1 (stereo not given),-6%,-7%,1.2,+,0.6*,-3%,5%,0.8%,14,14,-0.9%
NC(=S)N/N=C/c1ccc(Br)o1,-10%,-2%,1.1,i,0.1,1%,2%,14%,-43,-9,-7.8%
CCOc1ccc(/C=C2\CCC(C3CCCC3)C2=O)cc1OC (stereo not given),·,·,·,i,0.6,-3%,2%,20%,·,·,·
O=c1c2c(nc3n1CCCCC3)-c1ccccc1CC21CCCC1,15%,14%,1,i,3.7,1%,-6%,18%,37,2,-2.6%
Cc1ccc(CNC(=O)C2CCN(S(=O)(=O)c3cccnc3)CC2)cc1,·,·,·,i,1.1,-11%,1%,1.7%,·,·,·
Cc1cc(=O)oc2cc(Oc3ccc(C(N)=O)cc3[N+](=O)[O-])ccc12,·,·,·,i,0.3,-12%,-3%,1.2%,·,·,·
Cc1c(C(=O)N/N=C/c2cccc(O)c2)nnn1-c1nonc1N,·,·,·,i,0.5,-3%,2%,2.5%,·,·,·
CC(C)OCCCn1c(=NC(=O)c2cccs2)c(C#N)cc2c(=O)n3ccccc3nc21,·,·,·,i,0.1,-46%,0%,6.5%,·,·,·
O=C(Nc1ccc2c(c1)nc1n2CCN(Cc2ccccc2)C1)NC1CCCCC1,-25%,-44%,1.2,i,0.4,29%,0%,0.2%,1,-11,-5.5%
CCN(c1ccc(NC(=O)CCNC(=O)c2ccco2)cc1)C(C)C,5%,19%,1.1,i,0.7,9%,-2%,1.6%,-9,-15,-3.4%
COc1ccc(N=Cc2[nH]c3ccccc3c2O)cc1,10%,33%,1,i,0.2,1%,5%,0.5%,-4,11,-5.0%
CCn1c(SCC(=O)NC2CC2)nnc1-c1ccc(C)cc1,·,·,·,i,0.9,-4%,10%,0.8%,·,·,·
COC(=O)c1cc(-c2c(-c3cc(OC)c(OC)c(OC)c3)noc2C)cc([N+](=O)[O-])c1,·,·,·,i,5.3,5%,2%,1.1%,·,·,·
CCOc1ccc(/C=N/NC(=O)c2ccoc2C)cc1OC,·,·,·,i,1.5,4%,-5%,2.7%,·,·,·
O=C(CCC(=O)NNC(=O)Cc1ccccc1)NCc1ccccc1,3%,-8%,1.1,i,0.3,-10%,4%,4.2%,-11,-9,-1.3%
COc1ccc(Nc2nc(-c3c[nH]c4ccccc34)cs2)cc1,16%,19%,0.9,+,0.8*,54%,-3%,7.0%,44,17,-3.3%
COc1ccc(OCC(=O)NCCCn2ccnc2)cc1,·,·,·,i,0.6,-4%,-9%,-1.3%,·,·,·
CCS(=O)CCSc1nc2ccccc2s1 (stereo not given),0%,-11%,1.1,i,0.6,1%,5%,1.9%,2,59,-1.4%
Cc1cc2cc(CCNC(=O)c3cccs3)c(=O)[nH]c2cc1C,-3%,4%,1.1,i,2.1,32%,0%,2.9%,6,-3,-5.2%
O=C(c1ccc(F)cc1)N1CCCC(c2ccccc2)C1 (stereo not given),-1%,-4%,1.1,i,0.1,-2%,11%,0.3%,-8,3,17%
Cc1ccccc1NC(=O)CN1C(=O)c2ccccc2C1=O,·,·,·,i,1.0,-3%,-9%,2.4%,·,·,·
CC(C)c1nc2cc3ccccc3cc2[nH]1,1%,14%,1,i,1.0,8%,-2%,15%,6,-2,-7.6%
Cc1cc(C)nc(NCCC(=O)O)n1,4%,7%,1.1,i,0.2,-1%,4%,-0.9%,-15,-3,-3.5%
Cc1ccc(S(=O)(=O)Cc2nnnn2-c2ccccc2)cc1,·,·,·,i,2.2,-5%,-1%,1.0%,·,·,·
CC(=O)Oc1ccc(C(=O)Nc2cccc(C(=O)c3cccc(NC(=O)c4ccc(OC(C)=O)cc4)c3)c2)cc1,9%,-3%,0.9,i,1.0,-2%,11%,2.4%,-1,-22,-21%
Cc1cccc(NC(=O)c2nc[nH]c2C(=O)Nc2ccccc2[N+](=O)[O-])c1,-7%,-2%,1.2,i,0.0,-16%,6%,3.1%,-8,-7,-0.8%
Cc1c(/C(O)=C2\C(=O)C(=O)N(CCN(C)C)C2c2cccs2)cnn1-c1ccccc1 (stereo not given),-13%,-8%,1,i,0.4,3%,4%,2.9%,1,5,-5.4%
CCCNc1nc(-c2cc(-c3ccc(Cl)cc3)on2)cc(C(C)C)n1,·,·,·,i,1.5,-5%,2%,6.8%,·,·,·
O=C(C1CCCCN1S(=O)(=O)c1ccccc1[N+](=O)[O-])N1CCCCC1 (stereo not given),7%,4%,1.1,i,1.6,6%,6%,5.0%,-12,11,-9.7%
CC(=O)Nc1ccc(S(=O)(=O)NCC2CCC(C(=O)N3CCCCCC3)CC2)cc1 (stereo not given),0%,-7%,1.1,i,1.4,9%,-6%,1.0%,-2,7,-0.9%
Cn1c(=O)c(=O)n(C)c2cc(N3CCOCC3)c(NS(=O)(=O)c3ccc(F)c(Cl)c3)cc21,·,·,·,i,2.3,-2%,-3%,15%,·,·,·
CCOC(=O)c1cc(C(=O)c2ccccc2O)cn2c(=O)c3c(C)c(C)sc3nc12,33%,16%,1,·,·,-7%,1%,?,16,25,-2.5%
CCCOc1ccc(C(=O)NC(=S)Nc2nc3ccc(C)cc3s2)cc1,0%,6%,1,·,·,4%,2%,·,-20,-2,-1.7%
O=C(O)c1cccc(C(=O)O)c1Br,·,·,·,i,2.0,17%,4%,-1.5%,·,·,·
CCN(CC)CC(=O)Nc1sc(C)cc1C(=O)c1ccc(C)cc1,·,·,·,i,1.3,5%,-2%,4.8%,·,·,·
COc1ccccc1/C=C/C(=O)Nc1cccnc1Cl,·,·,·,i,0.2,-8%,0%,2.0%,·,·,·
CN(C)c1ccnc2sc(C(=O)c3ccc(Br)cc3)c(N)c12,-20%,-5%,1,i,0.2,-87%,-5%,1.1%,-3,-6,-7.7%
COc1ccc(CCNC(=O)CCCOc2cccc(C)c2C)cc1OC,·,·,·,i,0.5,-2%,-1%,12%,·,·,·
COc1ccccc1-n1cnnc1SCC(=O)NCC1CCCO1 (stereo not given),-6%,-9%,1,i,0.2,-8%,4%,0.9%,13,10,-6.1%
Cn1c(CCN2CCCCC2)nc2cc(NS(=O)(=O)c3ccc(F)cc3)ccc21,6%,7%,1,i,0.0,0%,-1%,0.8%,11,-5,1.9%
Cc1cc(C)c(OCCCNC2CCCC2)c(Br)c1,·,·,·,i,1.0,-1%,-2%,-1.4%,·,·,·
CC1CC(C)CN(C(=O)c2ccc3c(c2NCCO)C(=O)c2ccccc2C3=O)C1 (stereo not given),1%,-5%,0.8,i,0.4,7%,0%,17%,28,4,-6.1%
O=C(NNC(=O)C1CCN(S(=O)(=O)c2ccc(Cl)cc2)CC1)c1ccccc1,14%,14%,1.2,i,0.5,-11%,0%,2.2%,3,7,-7.6%
C=CCN1C(=O)[C@]2(c3ccccc31)C1CCCC=C1C(C#N)=C(N)C2(C#N)C#N (stereo not given in full),-1%,29%,1,i,0.7,-3%,0%,0.9%,5,-5,-23%
O=C(CSc1nc2sc3c(c2c(=O)n1-c1ccccc1)CCCC3)NCc1ccco1,1%,2%,1.1,i,4.4,5%,-2%,-0.2%,9,1,-6.4%
COc1ccc(C2CC(c3ccc(Br)cc3)=NN2C(=S)Nc2ccccc2)cc1 (stereo not given),12%,11%,1,i,0.4,0%,4%,3.0%,35,16,-1.4%
O=C(NCc1cn2ccsc2n1)c1cccs1,-8%,-6%,1.1,i,2.3,8%,1%,0.6%,1,1,-12%
Cc1nnc(SCc2cc(=O)oc3ccc4ccccc4c23)n1Cc1ccccc1,4%,-8%,1,i,0.6,-3%,2%,16%,-3,10,-8.7%
CC(C)CN1CCC(=O)N([C@H](CSc2ccccc2)Cc2ccccc2)CC1,·,·,·,i,2.2,12%,-5%,-3.2%,·,·,·
COc1ccccc1C(=O)N=C1SC2CS(=O)(=O)CC2N1c1ccccc1 (stereo not given),·,·,·,i,2.9,-7%,2%,0.7%,·,·,·
Cn1c(=O)c2c(nc(CO)n2C)n(C)c1=O,20%,5%,1,i,0.4,-6%,0%,-0.4%,-1,0,-2.1%
CCCCOC(=O)c1cccnc1,·,·,·,i,2.5,-5%,-5%,0.3%,·,·,·

One compound at a time, from the list above.
Cc1nnc(SCc2cc(=O)oc3ccc4ccccc4c23)n1Cc1ccccc1 across the screens: human PMI inhibition: 4%; PMI inhibition: -8%; TNAP activators: 1; Myeloid diff MLP: i; Myeloid diff MLP GFP+ MAC1+ %: 0.6; PhoP inhibition: -3%; SIAH1 antagonists: 2%; RSV CPE inhibition: 16%; WT yeast gro inh: -3; WT yeast gro inh mutant strain: 10; XIAP displacement: -8.7%
CCCCOC(=O)c1cccnc1 across the screens: human PMI inhibition: ·; PMI inhibition: ·; TNAP activators: ·; Myeloid diff MLP: i; Myeloid diff MLP GFP+ MAC1+ %: 2.5; PhoP inhibition: -5%; SIAH1 antagonists: -5%; RSV CPE inhibition: 0.3%; WT yeast gro inh: ·; WT yeast gro inh mutant strain: ·; XIAP displacement: ·
